SENP1 inh: SENP1 (human) catalytic domain inhibition; AID 624204; inhibition, % at 10 µM; recombinant SENP1 catalytic domain, CyPet-SUMO1-YPet FRET cleavage; 360,000 compounds, 0.21% hits; Q9P0U3;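 active = inhibition at least 30% at 10 µM, raw YFP signal under a set limit, fluorescence ratio 0.5 to 1.5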;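 also: 0% = enzyme with DMSO and 100% = no enzyme wells; some results filed as inactive read as strong as hits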
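Controls: no-enzyme wells low, DMSO-plus-enzyme wells high control. Test system: human recombinant His6-tagged SENP1 catalytic domain enzyme. Reagent: SFCypet-SUMO1-SFYpet FRET protein substrate, 25 nM final. Doses: one dose per compound, 10 µM, 0.5% DMSO. Detection: FRET, CFP and YFP emission. Timing: 50 min reaction at room temperature.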
PfG6PD inh: PfG6PD (Plasmodium falciparum) enzyme inhibition; PfGluPho enzyme, NADPH resazurin-diaphorase fluorescence; 350,000 compounds, 0.78% hits; inhibition, % at 20 µM; AID 504690;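 active = inhibition reaching at least a set limit at 20 µM in the primary screen, cut at about 59% in these data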;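 also: 0% = DMSO wells with substrate and 100% = DMSO wells lacking glucose-6-phosphate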
Apaf-1 inh: blocks human Apaf-1 apoptosome activity | O14727 | reconstituted apoptosome caspase-3 activity, DEVD-Rh110 fluorescence | inhibition, % at 20 µM | 330,000 compounds, 0.71% hits; active = inhibition of at least 40% at 20 µM;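 also: plate controls were DMSO wells for no effect and DEVD-CHO caspase inhibitor wells for full effect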
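Material: reconstituted apoptosome with Apaf-1, cytochrome c, caspase-9, procaspase-3, dATP / Buffer or medium: pH 7.5 Hepes buffer with CHAPS, BSA, DTT / Also added: cytochrome c with DEVD-Rh110 / Schedule: compound with Apaf-1, dATP, procaspase-3 30 min, then 50 min reaction, room temperature / Technique: rhodamine 110 fluorescence at Ex 480/Em 540 nm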
SENP8 block-1: inhibitors of human SENP8 protease; inhibition, % at 10 µM; AID 2540; Q96LD8; 330,000 compounds, 1.2% hits; purified SENP8, Z-RLRGG-aminoluciferin cleavage, luminescence; in the data active = inhibition above about 50%
Target sequence (Q96LD8 whole entry, looked up): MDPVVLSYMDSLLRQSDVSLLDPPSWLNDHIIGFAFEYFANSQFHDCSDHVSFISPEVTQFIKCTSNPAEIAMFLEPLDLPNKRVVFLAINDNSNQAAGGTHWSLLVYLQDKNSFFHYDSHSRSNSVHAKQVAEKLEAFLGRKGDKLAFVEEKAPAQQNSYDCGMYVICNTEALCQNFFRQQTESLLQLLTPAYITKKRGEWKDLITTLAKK
SENP7 inh: blocks the human protease SENP7. Q9BQF6. recombinant SENP7, Z-RLRGG-aminoluciferin luminescence, 40 min. inhibition, % at 5 µM. 330,000 compounds, 1.5% hits;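 active = inhibition above about 50% at the single test dose, limit read from the data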;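 also: plate controls were DMSO with enzyme for no effect and no enzyme buffer wells for full effect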
Target sequence (Q9BQF6 706-1050 limits assumed): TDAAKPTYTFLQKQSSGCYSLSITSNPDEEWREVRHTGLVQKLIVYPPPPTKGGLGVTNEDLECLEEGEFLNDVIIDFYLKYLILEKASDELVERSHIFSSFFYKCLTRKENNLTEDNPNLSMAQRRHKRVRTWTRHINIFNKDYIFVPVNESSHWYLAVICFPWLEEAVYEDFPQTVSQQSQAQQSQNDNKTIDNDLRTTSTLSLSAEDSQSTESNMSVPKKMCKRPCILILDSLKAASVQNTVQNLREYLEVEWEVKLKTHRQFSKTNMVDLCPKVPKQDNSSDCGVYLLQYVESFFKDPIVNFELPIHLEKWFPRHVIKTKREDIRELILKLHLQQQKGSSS
SENP8 block-2: blocks human SENP8 cleavage of Nedd8 substrate; AID 602440; 360,000 compounds, 0.64% hits; recombinant SENP8, Nedd8 substrate fluorescence; Q96LD8; inhibition, % at 20 µM; in the data active = inhibition mostly above about 40%, no sharp cut-off; inactive = mostly below about 27%
NALP3 yeast inh: inhibitors of NALP3 inflammasome in yeast | 330,000 compounds, 0.39% hits | AID 2825 | Yeast reconstituted NLRP3/ASC/caspase-1, beta-gal luminescence, 24 h | inhibition, % at 10 µM;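 active = inhibition of 50% or more; inactive = inhibition below 50%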;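 also: plate controls were induced DMSO wells for no effect and uninduced yeast grown without galactose for full effect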
HKDC1 inhibitor: blocks human hexokinase HKDC1 activity; Q2TB90; recombinant HKDC1, G6PDH/diaphorase resazurin coupled fluorescence; inhibition, % at 20 µM; 340,000 compounds, 0.16% hits;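 active = inhibition above about 35% when tested at 20 µM, limit read from the data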;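 also: plate controls were DMSO wells with enzyme for no effect and DMSO wells lacking enzyme for full effect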
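System: Recombinant HKDC1 hexokinase | Amount: HKDC1 at 5 µg/mL | Reagent: Glucose with 1 mM ATP | Doses: Single 20 µM dose | Incubation: Reaction time 90 min, room temperature, protected from light | Signal: Coupled resazurin fluorescence, excitation 525 nm, emission 613 nm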
SENP6 inh: blocks the human protease SENP6. Q9GZR1. inhibition, % at 10 µM. 330,000 compounds, 1.8% hits. Recombinant SENP6 catalytic domain, aminoluciferin luminescence;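 active = inhibition above about 50% at the single tested dose, limit read from the data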;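 also: plate controls were DMSO wells with enzyme for no effect and DMSO wells lacking enzyme for full effect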
Target sequence (Q9GZR1 628-1112 limits assumed): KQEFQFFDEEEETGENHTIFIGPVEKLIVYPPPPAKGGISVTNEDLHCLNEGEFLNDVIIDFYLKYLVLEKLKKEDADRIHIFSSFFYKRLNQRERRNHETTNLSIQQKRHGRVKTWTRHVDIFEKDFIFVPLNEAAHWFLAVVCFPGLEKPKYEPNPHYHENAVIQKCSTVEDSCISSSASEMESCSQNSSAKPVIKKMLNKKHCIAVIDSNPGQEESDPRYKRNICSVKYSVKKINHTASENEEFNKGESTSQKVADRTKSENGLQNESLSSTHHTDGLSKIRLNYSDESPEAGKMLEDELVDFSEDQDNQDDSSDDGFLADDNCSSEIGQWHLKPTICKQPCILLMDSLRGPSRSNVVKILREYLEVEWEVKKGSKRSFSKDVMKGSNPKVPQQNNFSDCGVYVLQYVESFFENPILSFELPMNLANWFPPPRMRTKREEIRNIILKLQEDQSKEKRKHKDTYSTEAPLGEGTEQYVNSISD
Numbers without * were called inactive; . = no result given.

Screens in order: PfG6PD inh	NALP3 yeast inh	HKDC1 inhibitor	SENP7 inh	Apaf-1 inh	SENP1 inh	SENP8 block-2	SENP6 inh	SENP8 block-1
COc1cccc(-c2c(C(=O)N/N=C/c3ccncc3)nnn2-c2nonc2N)c1
  8	13	-1	3	-1	2	5	-8	5
S=C(NC1CC1)N1CCN(c2ccc(Cl)cc2)CC1
  10	2	-7	15	-3	1	4	-2	2
COc1ccc(Cl)cc1NC(=O)COC(=O)c1ccc(Br)o1
  8	18	-2	-3	9	0	-7	-11	-11
COCCNC(=S)N=Nc1c(O)[nH]c2ccc([N+](=O)[O-])cc12
  11	0	0	-7	-5	0	29	-29	-7
COc1ccc(NS(=O)(=O)c2cccc(C(=O)NNC(=O)CN3C(=O)NC(C)(C)C3=O)c2)cc1
  -13	13	-2	-3	2	1	-3	2	15
CCOC(=O)c1nc2nc(-c3cccs3)cc(C(F)(F)F)n2n1
  -7	11	-7	6	0	-25	-299	0	1
CC(=O)OCc1nc2ccccc2s1
  -1	2	-11	0	-8	0	0	-1	-10
O=C(NCCc1ccccn1)c1nc(Cn2ccc([N+](=O)[O-])n2)no1
  -7	11	-9	-3	-7	2	4	-16	0
COc1ccc(-c2nn(-c3ccccc3)cc2C(=O)Nc2nccs2)cc1
  24	16	2	3	15	2	7	-22	-5
O=C(NC1CCCC1)C(c1ccccn1)N(C(=O)c1csnn1)c1ccccc1Br (stereo not given)
  3	22	-6	-5	6	2	12	-2	5
CC(C)(C)C(=O)OCCNc1nc(-c2ccccc2)nc2ccccc12
  35	2	-14	-1	14	0	-32	-3	-1
CN(CC(=O)Nc1ccc(N2CCOCC2)cc1)C(=O)c1ccc(O)c(Cl)c1
  6	10	-6	-1	8	1	-4	-3	-1
COc1cc(CN2CCN(Cc3cccc(OC)c3OC)CC2)cc(OC)c1
  9	3	-7	0	8	2	16	0	5
C=CCn1c(SCC(=O)Nc2ccc(C(=O)O)cc2)nnc1-c1cccnc1
  -5	8	-4	8	-4	0	19	3	-3
COCc1nc2sc(C)c(C)c2c(=O)[nH]1
  13	4	0	5	-4	2	12	12	2
O=C(CCCc1nc(-c2ccc(Cl)cc2)no1)N1CCOCC1
  6	-4	-7	2	-5	-2	15	0	-5
CC1(C)CN(c2ccccc2)N(C(=O)c2ccc(C#N)cc2)C1=O
  95*	6	14	2	-13	4	14	-8	-11
CC(=O)c1cccc(N2C(=NC(=O)C3CCCCC3)SC3CS(=O)(=O)CC32)c1 (stereo not given)
  12	7	1	-1	4	1	4	-10	-2
Cc1ccc(NS(=O)(=O)c2c(C)[nH]c(C)c2C(=O)N2CCCCC2)cc1F
  -4	15	-2	4	2	1	4	-13	0
O=[N+]([O-])c1ccc(C2=NN(CCO)C(=Nc3ccc(OC(F)(F)F)cc3)SC2)cc1
  14	23	0	5	-2	2	9	-14	4
CC(CC(=O)N(CCC1=CCCCC1)c1c(N)n(Cc2ccccc2)c(=O)[nH]c1=O)c1ccccc1 (stereo not given)
  -13	15	-7	5	10	0	9	-1	-11
O=C1CCC(=O)N1CCc1c[nH]c2ccccc12
  -1	5	-4	2	-3	1	13	-15	1
Cc1nn(-c2ccccc2)c(NC(=O)c2ccccc2)c1Br
  -1	17	2	7	4	-1	3	12	0
O=C(CN(C(=O)CCC(=O)Nc1nccs1)c1ccccc1F)NCC1CCCO1 (stereo not given)
  -7	7	2	5	0	4	31	-19	-3
COc1cc(NC(=O)c2ccc(Br)o2)c(C(=O)O)cc1OC
  14	8	7	5	4	1	-7	-5	4
Cc1c2cnn(CC(=O)NCCCN3CC(C)CC(C)C3)c(=O)c2c(C)n1Cc1ccccc1Cl (stereo not given)
  -8	-6	3	-7	19	-3	-3	-24	2
O=C(CS(=O)(=O)c1cn(Cc2cccc(F)c2)c2ccccc12)N1CCOCC1
  0	5	3	2	7	1	24	-7	-1
CCn1cc(/C=C(/C#N)S(=O)(=O)c2ccccc2)cn1
  -22	14	1	-1	-17	1	18	-18	0
Nc1nc(NC2CCCC2)cc(=O)[nH]1
  3	.	-4	.	.	-14	30	.	.
C=CCNC(=O)COc1ccc(Br)cc1Cl
  -8	27	0	-6	-2	3	16	-12	-8

Sorted by SMILES length (lowest first): part of the list above
Screens in order: PfG6PD inh	NALP3 yeast inh	HKDC1 inhibitor	SENP7 inh	Apaf-1 inh	SENP1 inh	SENP8 block-2	SENP6 inh	SENP8 block-1
S=C(NC1CC1)N1CCN(c2ccc(Cl)cc2)CC1
  10	2	-7	15	-3	1	4	-2	2
CN(CC(=O)Nc1ccc(N2CCOCC2)cc1)C(=O)c1ccc(O)c(Cl)c1
  6	10	-6	-1	8	1	-4	-3	-1
O=C(CS(=O)(=O)c1cn(Cc2cccc(F)c2)c2ccccc12)N1CCOCC1
  0	5	3	2	7	1	24	-7	-1

Continuation:
Screens in order: PfG6PD inh	NALP3 yeast inh	HKDC1 inhibitor	SENP7 inh	Apaf-1 inh	SENP1 inh	SENP8 block-2	SENP6 inh	SENP8 block-1
O=C(COC(=O)c1ccc[nH]c1=O)Nc1ccc(N2CCCCC2)cc1
  11	1	-4	2	12	1	16	17	-10
CSC1=NCCN1C(=O)c1cccs1
  -38	9	-3	9	2	0	2	9	2
COc1ccc(Cl)cc1NC(=O)CN(C)CC(=O)Nc1ccc(S(N)(=O)=O)cc1
  -7	9	-9	-4	8	-1	8	-1	2
COc1ccc(-c2c(-c3cc(OC)cc(OC)c3)n(C)c3ccc(Br)cc23)cc1
  -3	4	1	-6	-1	0	-485	-8	1
Cc1nc([N+](=O)[O-])cn1CC(O)c1ccccc1 (stereo not given)
  9	12	-3	-8	2	1	-3	-4	-14
O=C1C(Br)=Cc2cccc3cccc1c23
  29	.	12	.	.	-26	34	.	.
CNC(=S)N1CCN(c2ccccc2OC)CC1
  -12	3	-10	1	1	3	7	12	1
COc1cc(OC)cc(C(=O)N[C@H](C(=O)OCC(=O)NC(=O)c2cccn2C)C(C)C)c1
  0	11	-7	10	-1	-10	-17	-1	0
OC(CN1C2=NCCCN2c2ccccc21)c1ccc2c(c1)OCO2 (stereo not given)
  6	7	4	4	-2	1	23	-2	4
C[C@@H]1CN([C@@H](C)CO)C(=O)c2cc(NC(=O)CCC(F)(F)F)ccc2O[C@H]1CN(C)Cc1ccc(Cl)c(Cl)c1
  19	26	4	7	33	1	1	19	5
CC(N=c1ccccn1C(=O)Nc1cccc(C(F)(F)F)c1)c1ccco1 (stereo not given)
  13	16	3	1	11	0	15	5	-4
N#CCSc1nc2c(c(=O)n1Cc1ccco1)C1(CCCC1)Cc1ccccc1-2
  -8	7	9	-4	29	0	2	-9	-2
CCOc1cc(NC(=O)c2ccccn2)c(OCC)cc1NC(=O)c1ccc(OC)cc1
  -6	26	-6	-6	-3	-25	-87	-6	8
O=C(Cc1ccc(NC(=O)C2CCN(C(=O)C3CCC3)CC2)cc1)Nc1cccc(C(=O)N2CCCC2)c1
  -4	.	-5	.	.	0	4	.	.
CCOC(=O)/C=C/C(=O)OCc1csc(CC(=O)Nc2ccccc2C)n1
  11	33	-2	4	11	-22	-13	-2	3
CCCCCCNC(=O)CCNC(=O)c1cc(OC)c(OC)c(OC)c1
  -6	3	1	1	-3	0	18	-5	-2
CC1(C(=O)NC2CCCC2)CCC(=O)N1CCC1=CCCCC1 (stereo not given)
  2	16	-6	1	-4	0	-2	9	7
CCCOc1cccc(-c2cc(C(=O)NN)c3ccccc3n2)c1
  10	15	-2	10	25	3	-129	-2	0
Cc1ccc(C)c(OCCC(=O)OCC(=O)NC2CC2)c1
  -10	15	-5	-1	4	1	11	-10	-5
CCCCNC(=O)CSc1nc2cc3c(cc2c(=O)n1Cc1ccco1)OCO3
  6	-3	-10	11	2	2	1	-19	-2
Fc1cccc(F)c1/C=N/N1CCOCC1
  14	-9	4	-2	-5	2	7	-8	0
COCCn1cnnc1SCC(=O)Nc1cc(OC)c([N+](=O)[O-])cc1C
  -2	0	-9	4	2	2	10	-18	5
COc1cc2c(cc1OC)C(C(=O)N1CCN(c3ccccc3)CC1)C(c1cccs1)N(C)C2=O (stereo not given)
  7	1	-11	4	4	-4	0	2	-2
CCc1ccccc1NC(=O)c1cc(S(=O)(=O)N2CCc3ccccc32)cn1C
  11	-6	-3	-5	-2	3	16	-8	9
Cc1nc(C(=O)NNC(=O)Nc2ccccc2)cs1
  -16	-10	-4	-3	57*	1	30	-12	1
Cc1csc(NC(=O)c2cc3c(s2)CCCC3)n1
  62*	11	5	93*	5	-5	-106	95*	89*
CC(NC(=O)C1C2C=CC(C2)C1C(=O)O)c1ccccc1 (stereo not given)
  -12	4	-4	-5	-4	0	10	-17	-7
COc1ccc(-n2ncc3c(NCC(C)C)ncnc32)cc1
  17	32	-3	3	3	-6	-232	19	5
COCCNC(=S)Nc1ccc(N2CCOCC2)c(S(=O)(=O)Nc2ccccc2OC)c1
  50	14	-7	3	-1	2	8	0	-10
CCn1c(=O)cc(OCC(=O)N2CCCC2)c2ccccc21
  2	9	-3	-2	-10	2	7	2	4

Screens in order: PfG6PD inh	NALP3 yeast inh	HKDC1 inhibitor	SENP7 inh	Apaf-1 inh	SENP1 inh	SENP8 block-2	SENP6 inh	SENP8 block-1
Cc1ccc(C)c(C2NC(=O)c3ccccc3N2)c1 (stereo not given)
  -7	-13	2	-1	1	-4	-284	5	4
CN(Cc1ccccc1)C(=O)c1cccc(NC(=O)Cc2ccc(NC(=O)C3CCCN(C(=O)c4ccccc4)C3)cc2)c1 (stereo not given)
  3	.	-1	.	.	2	-12	.	.
CCOC(=O)c1cc(NC(=O)c2ccc(C)cc2)c(=O)oc1-c1ccccc1
  -3	-8	-3	3	2	1	16	8	3
c1ccc(-c2nc(-c3cccnc3)n[nH]2)cc1
  .	6	.	5	-3	.	.	-7	-11
Cc1ccc2c(CC(=O)N(CC3CCCO3)c3c(N)n(Cc4ccccc4)c(=O)[nH]c3=O)coc2c1 (stereo not given)
  1	5	4	7	-1	-5	-12	4	5
O=S(=O)(Nc1nc2ccccc2nc1N1CCc2ccccc2C1)c1ccc(Br)cc1
  -29	.	24	.	.	-79	-297	.	.
CCOC(=O)c1ccc(NC(=S)NCCc2ccccc2)cc1
  3	37	-4	9	31	0	19	-3	-1
COc1ccc(C2CC(c3ccccc3Br)=NN2c2ccc(S(N)(=O)=O)cc2)cc1 (stereo not given)
  9	.	-1	-2	18	-158	-370	.	.
Cc1ccc(OCC(=O)Nc2cc(S(=O)(=O)N3CCOCC3)ccc2N2CCCC2)cc1
  -9	17	1	-11	21	-5	-9	-13	-1
COC(=O)CSc1nnc(-c2ccc(OC)cc2OC)o1
  -2	-1	-6	3	-2	3	2	0	-5
CCC(=O)Nc1nc2ccc(NC(C)=O)cc2s1
  7	7	-3	-3	-3	2	17	-19	-1
O=C(N/N=C/c1cc(Br)c(Br)s1)c1ccncc1
  19	-4	-11	14	-2	2	-18	8	1
C=CCNC(=O)CCCC(=O)NCC=C
  8	-11	7	-1	-1	4	24	-4	1
O=c1[nH]c2cc3c(cc2cc1CN(CCCO)C(=S)NCc1ccco1)OCO3
  5	11	3	-2	6	-7	-390	-52	0
COc1ccc(N(Cc2cc3ccccc3[nH]c2=O)S(=O)(=O)c2ccc(C)cc2)cc1
  -4	15	0	1	16	-4	-29	-1	4
